S1P4 ag: activates the human S1P4 receptor; activation, % at 4.98 µM; actives 0.35% (n = 220,000); O95977; AID 1509; S1P4-expressing cell line, agonist reporter assay; in the data active = activation above about 11%;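 also: 0% = DMSO vehicle and 100% = reference agonist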
PGE2 EP2 inh: blocks the human prostaglandin E2 receptor EP2; C6 glioma cells expressing human EP2, cAMP TR-FRET; cells stimulated with saturating PGE2; AID 1422; actives 0.52% (n = 260,000); inhibition, % at 25 µM;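 active = percent inhibition above 40 after rounding to a whole number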;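 also: rat C6 glioma host cells with rolipram phosphodiesterase inhibitor present; the protocol text gives 20 µM as final concentration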
NPY Y1 blocker: blocks the human neuropeptide Y Y1 receptor. P25929. HEK293-CNG Y1 cells, membrane potential fluorescence; NPY at EC95, then isoproterenol. inhibition, % at 3.6 µM. actives 1% (n = 200,000). AID 1040;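 active = inhibition above the campaign mean inhibition of all tested compounds plus 3 SD, cut at about 20% in these data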;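 also: 0% = DMSO wells given NPY plus isoproterenol and 100% = isoproterenol alone without NPY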
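System: HEK293 cells with Y1 receptor plus CNG channel / Probe or stimulus: NPY 25 nM then isoproterenol 1 µM plus Ro 20-1724 25 µM / Compound: one concentration, 3.6 µM, in 0.4% DMSO / Schedule: compound incubation 1 h at room temperature, readout 45 min post-stimulation / Measured by: membrane potential fluorescence / Read-out: % inhibition of NPY effect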
p97 inhibitor: human p97 ATPase inhibition. inhibition, % at 8 µM. P55072. recombinant p97 ATPase, Kinase-Glo ATP luminescence, 3 h. actives 0.42% (n = 220,000); in the data active = inhibition above about 15%;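 also: 0% = DMSO vehicle and 100% = wells lacking enzyme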
Target sequence (P55072 whole entry, looked up): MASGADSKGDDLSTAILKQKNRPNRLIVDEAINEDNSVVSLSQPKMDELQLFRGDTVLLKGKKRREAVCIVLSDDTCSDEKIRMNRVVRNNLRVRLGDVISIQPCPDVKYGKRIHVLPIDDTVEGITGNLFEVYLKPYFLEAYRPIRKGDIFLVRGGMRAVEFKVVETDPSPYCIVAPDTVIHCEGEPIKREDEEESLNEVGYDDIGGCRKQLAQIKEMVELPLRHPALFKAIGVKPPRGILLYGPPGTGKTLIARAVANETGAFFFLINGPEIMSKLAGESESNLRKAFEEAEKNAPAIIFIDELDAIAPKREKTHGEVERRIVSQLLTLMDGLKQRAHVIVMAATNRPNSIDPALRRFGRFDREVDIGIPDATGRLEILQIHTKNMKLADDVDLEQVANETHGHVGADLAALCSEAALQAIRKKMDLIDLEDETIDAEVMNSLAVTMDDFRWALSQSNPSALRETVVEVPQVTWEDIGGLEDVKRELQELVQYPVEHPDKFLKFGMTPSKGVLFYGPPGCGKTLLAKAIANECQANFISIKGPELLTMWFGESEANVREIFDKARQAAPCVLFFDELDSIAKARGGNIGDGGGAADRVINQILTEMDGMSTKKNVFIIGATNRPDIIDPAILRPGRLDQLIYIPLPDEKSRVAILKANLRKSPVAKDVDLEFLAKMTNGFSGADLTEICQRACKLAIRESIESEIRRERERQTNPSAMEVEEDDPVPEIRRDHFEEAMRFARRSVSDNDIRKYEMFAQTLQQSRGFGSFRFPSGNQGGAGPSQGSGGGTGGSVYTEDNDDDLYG
EP2 mod: EP2 receptor (human) modulation; actives 0.83% (n = 260,000); P43116; EP2-expressing cells, cAMP HTRF FRET, PGE2 co-stimulation; induction, % at 25 µM;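 active = compounds whose cAMP rise, as percent of the full-agonist control response, exceeds 60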;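 also: rat C6 glioma line stably carrying human EP2 under a CMV promoter; the protocol text gives 20 µM as final concentration; 100% = response of wells given 1 µM PGE2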
eIF4E-4G inh: blocks eIF4E binding to eIF4G. TR-FRET eIF4E-eIF4GI(517-606) binding, 2 h. inhibition, % at 21.7 µM. actives 0.37% (n = 220,000). P63073+Q04637;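 active = inhibition above about 30%, limit read from the data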;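 also: 0% = full FRET control wells and 100% = background wells lacking eIF4GI fragment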
S1P4 antag: human S1P4 receptor antagonism. S1P4-expressing cells, antagonist mode, reporter read-out. O95977. actives 0.26% (n = 220,000). inhibition, % at 4.98 µM; in the data active = inhibition above about 29%;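 also: 0% = wells stimulated with agonist and 100% = vehicle wells without agonist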
NPY-Y2 PAM-ag: human NPY-Y2 potentiation or agonism, primary screen. actives 0.45% (n = 220,000). cells expressing NPY-Y2, potentiator/agonist read-out. P49146. activation, % at 3.6 µM; in the data active = activation above about 27%;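 also: cells stimulated with NPY near EC25 plus isoproterenol at EC100; 0% = vehicle plus submaximal agonist and 100% = vehicle plus saturating agonist; some results beyond the cut were filed as inactive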
NPY-Y1 PAM-ag: potentiates or activates human NPY-Y1 receptor; NPY-Y1 expressing cells, potentiator/agonist activation; activation, % at 3.6 µM; actives 0.37% (n = 220,000); in the data active = activation above about 33%, passing the limit was not always enough;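 also: cells stimulated with NPY at EC10 then isoproterenol at EC100; 0% = low agonist plus stimulus and 100% = saturating agonist plus stimulus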
Numbers without * were called inactive; · = not tested or not shown; [ ] = another dose, or the depositor's remark.

Letters: A = S1P4 ag; B = PGE2 EP2 inh; C = NPY Y1 blocker; D = p97 inhibitor; E = EP2 mod; F = eIF4E-4G inh; G = S1P4 antag; H = NPY-Y2 PAM-ag; I = NPY-Y1 PAM-ag
> CCOC1=C/C(=C/c2c(N)n3oc(C)cc3nc2=O)C=CC1=O
  A: 0.0; B: 9; C: -2; D: 2; E: 16; F: 4; G: 6; H: -6; I: 2
> CCCOc1ccc(C(=O)O)cc1
  A: -0.9; B: 9; C: ·; D: -2; E: 6; F: 0; G: -8; H: -6; I: -26
> CCn1nnc(-c2ccccc2NC(=O)c2cccc(-n3cnnn3)c2)n1
  A: 2.0; B: 11; C: 8; D: 7; E: 21; F: -17; G: -25; H: -4; I: -11
> Cc1ccc(OCC(=O)NNC(=O)CCc2ccccc2)cc1
  A: 2.5; B: 7; C: 5; D: -1; E: 24; F: 2; G: -5; H: -8; I: -14
> O=C(COC(=O)/C=C/c1nc2ccccc2s1)Nc1cccc2ccccc12
  A: 2.7; B: 6; C: -2; D: 7; E: 15; F: -2; G: -3; H: 13; I: 8
> CSc1ccccc1NC(=O)CO/N=C(\C)c1cc2ccccc2o1
  A: 1.1; B: 4; C: 10; D: -2; E: 5; F: -4; G: -12; H: 2; I: -40
> Cc1nc(-c2ccccc2)nc2[nH]c(C(C)C)cc(=O)c12
  A: 4.9; B: 2; C: 1; D: -1; E: 3; F: 9; G: 5; H: 4; I: 7
> O=C(Cc1ccccc1)NC1CCN(C(=O)NCc2ccccc2)CC1
  A: -1.4; B: 6; C: -3; D: 2; E: -7; F: -6; G: -5; H: -3; I: -7
> CCC(=O)Nc1ccc2c(c1)nc(CCN1CCN(C)CC1)n2C
  A: 3.5; B: 2; C: -1; D: -3; E: 20; F: 1; G: -2; H: -2; I: 8
> Fc1ccc(N2CCN(C3=Nc4cccc5cccc3c45)CC2)cc1
  A: 0.6; B: 6; C: 4; D: 3; E: -83; F: 8; G: -3; H: 6; I: 23
> COc1ccc(C(=O)C(OC(=O)c2ccc(C)c(NC(C)=O)c2)c2ccccc2)cc1 (stereo unspecified)
  A: -2.0; B: 10; C: 3; D: 1; E: -16; F: 10; G: 0; H: -3; I: -8
> C=CCNC(=S)N1CCC(C(N)=O)CC1
  A: -0.7; B: 5; C: -1; D: 0; E: 6; F: -2; G: -26; H: 2; I: -2
> Cc1ccc(N(C(C)C(=O)N2CCOCC2)S(C)(=O)=O)cc1C (stereo unspecified)
  A: 2.6; B: 2; C: 0; D: 1; E: 0; F: 0; G: -16; H: -5; I: -6
> Cc1nn(-c2ncc(C(F)(F)F)cc2Cl)c(=O)n1-c1ccccc1
  A: -4.6; B: 10; C: -5; D: 1; E: 16; F: -2; G: -6; H: -10; I: 5
> C(=C\c1ccccc1)/CSc1nnc(-c2cnccn2)n1Cc1ccco1
  A: 0.9; B: 1; C: 17; D: -7; E: 20; F: 2; G: -8; H: -16; I: -17
> CC(CC(=O)NC(C)c1ccc2c(c1)OCCO2)c1ccccc1 (stereo unspecified)
  A: 0.7; B: 4; C: -2; D: 1; E: -15; F: 18; G: -15; H: -13; I: 18
> Cc1cc(-c2ccccc2)nc(-c2ccccc2)c1C
  A: 0.4; B: 5; C: 3; D: 6; E: 35; F: 2; G: -2; H: 0; I: -9
> COc1ccc(CN(Cc2ccc(C(=O)O)cc2)C(=S)Nc2cc(C)cc(C)c2)cc1OC
  A: 1.3; B: 0; C: 1; D: 2; E: 7; F: -3; G: -5; H: -7; I: -5
> COC(=O)c1ccc(NC(=O)CSc2nnc(-c3ccncc3)n2N)cc1
  A: -0.8; B: 7; C: -6; D: 0; E: 2; F: -13; G: -24; H: 12; I: 6
> CCOC(=O)C1CCN(C(=O)CSc2cc(=O)n(C)c3ccccc23)CC1
  A: 2.5; B: 7; C: -1; D: 0; E: 8; F: 4; G: -25; H: 2; I: -11
> Cc1cccc(NC(=S)NCC(c2cccnc2)N(C)C)c1 (stereo unspecified)
  A: 0.3; B: 3; C: -1; D: 4; E: 19; F: 0[fluorescence artefact?]; G: -11; H: 8; I: 14
> COc1ccc(N2CCN(C(=O)C3CCCN(S(=O)(=O)c4cccc5cccnc45)C3)CC2)cc1 (stereo unspecified)
  A: -2.5; B: 5; C: 1; D: 1; E: 0; F: 0; G: -6; H: -9; I: -14
> O=C(c1ccccc1)c1c(O)nc(-c2ccccc2)n(-c2ccccc2)c1=O
  A: 0.5; B: 4; C: 2; D: 4; E: 15; F: 13; G: -9; H: 6; I: 9
> O=C(Cn1nc(CNc2ccc(Br)cc2)[n+]2c1CCCCC2)c1ccc([N+](=O)[O-])cc1
  A: 1.6; B: 4; C: ·; D: 1; E: -10; F: -1; G: 8; H: -7; I: 14
> Cc1c(CNC2CCCC(C)C2C)c(C(=O)O)c(C)n1Cc1ccccc1 (stereo unspecified)
  A: -0.7; B: 7; C: 6; D: 2; E: 10; F: 7[fluorescence artefact?]; G: -10; H: -4; I: -5

Next section
Letters: A = S1P4 ag; B = PGE2 EP2 inh; C = NPY Y1 blocker; D = p97 inhibitor; E = EP2 mod; F = eIF4E-4G inh; G = S1P4 antag; H = NPY-Y2 PAM-ag; I = NPY-Y1 PAM-ag
> Cc1sc2ncnc(SCC(=O)Nc3nc(-c4ccc(F)c(F)c4)cs3)c2c1C
  A: 0.6; B: 5; C: 5; D: 5; E: 1; F: 13; G: 2; H: 0; I: 1
> COc1ccc2c(c1)CC/C(=C/c1ccncc1)C2=O
  A: 0.0; B: 6; C: 1; D: -1; E: 39; F: 5; G: -7; H: 2; I: 4
> Cc1nnc(N(CCC#N)CCC#N)s1
  A: 0.3; B: 11; C: -10; D: 4; E: 8; F: -1[fluorescence artefact?]; G: -15; H: 0; I: 5
> CCOC(=O)c1ccccc1NC(=O)CSc1nc2ccccc2o1
  A: 0.5; B: 4; C: 1; D: 3; E: 61*; F: -4; G: -19; H: 12; I: 7
> Cn1cccc1Cc1nnc(SCC(=O)NCc2ccccc2Cl)n1-c1ccc(F)cc1
  A: 1.0; B: 5; C: 3; D: 6; E: -9; F: 0; G: -17; H: -7; I: -5
> CN(NS(=O)(=O)c1ccc(F)cc1)c1ncc(C(F)(F)F)cc1Cl
  A: -0.7; B: 4; C: 8; D: 5; E: 47; F: 0; G: 2; H: -8; I: -5
> O=C(c1ccc2ncsc2c1)N1CCN(c2ccccc2Cl)CC1
  A: 1.6; B: 8; C: 0; D: -1; E: -19; F: -3; G: -16; H: -3; I: -15
> Cc1c(Cl)cccc1NC(=S)NCCCN(C)C
  A: 1.3; B: 7; C: -3; D: 2; E: -20; F: -1; G: -10; H: -12; I: 5
> Cc1ccnc2nc(C(=O)OCCOc3ccc(F)cc3)nn12
  A: 0.6; B: 3; C: -1; D: 2; E: 10; F: -2; G: 0; H: -7; I: -6
> Cc1cccc(NC(=S)NC(C)C(c2cccs2)N2CCN(C)CC2)c1C (stereo unspecified)
  A: 0.5; B: 8; C: ·; D: 1; E: -28; F: 1; G: -2; H: -29; I: -34
> COc1ccc(CNC(=O)CCS(=O)(=O)Cc2cccc(Cl)c2)c(OC)c1
  A: -3.5; B: 7; C: 5; D: -3; E: -58; F: -2; G: 0; H: -3; I: -11
> O=C(CC1C(=O)N(c2ccccc2)C(=S)N1c1ccccc1)c1ccccc1 (stereo unspecified)
  A: -1.2; B: 3; C: 6; D: -3; E: 11; F: 5; G: -12; H: -2; I: -3
> Cc1ccc(S(=O)(=O)N/N=C2/CC(c3ccccc3)Oc3ccccc32)cc1 (stereo unspecified)
  A: -0.5; B: 9; C: 17; D: 2; E: 15; F: 7; G: -10; H: -5; I: 4
> COc1ccc(CN(C(=O)c2cccs2)c2ccccc2C(=O)O)cc1
  A: 1.4; B: 6; C: ·; D: 4; E: 17; F: 1; G: -23; H: -1; I: 9
> COc1cc(C(=O)Nc2ccc3c(c2)CCN3C(C)=O)cc(OC)c1OC
  A: 0.1; B: 6; C: 7; D: 5; E: -17; F: 0; G: -15; H: 7; I: 3
> CCOC(=O)c1c(-c2ccccc2)csc1NC(=O)CSc1nnc(C)s1
  A: -0.3; B: 5; C: 9; D: -7; E: 34; F: 5[fluorescence artefact?]; G: -15; H: -15; I: -25
> Cc1ccc(OCCn2cc(Br)c(=O)[nH]c2=O)cc1
  A: 0.8; B: 12; C: -4; D: 3; E: 14; F: -4; G: -14; H: -9; I: 7
> Cc1cccc(OCC2=NS(=O)(=O)c3ccccc3N2)c1
  A: 1.1; B: 5; C: 6; D: 1; E: 23; F: 5; G: -2; H: -2; I: -18
> Cc1ccc(C(=O)Nc2c(C)n(C)n(-c3ccccc3)c2=O)cc1
  A: 0.6; B: 8; C: 0; D: 0; E: 5; F: -1; G: -12; H: -4; I: 22
> CCCCNC(=S)N/N=C1\C(=O)c2cccc3cccc1c23
  A: 1.1; B: 7; C: -2; D: -2; E: 13; F: -3; G: -3; H: -1; I: 8
> CCOC(=O)C1CCCN(CC(=O)Nc2c(C(=O)OC)[nH]c3ccc(Br)cc23)C1 (stereo unspecified)
  A: 0.1; B: 26; C: -2; D: -2; E: -37; F: 1; G: 6; H: -3; I: -60
> CCCC(c1nnnn1CCC(C)C)N1CCC(C(N)=O)CC1 (stereo unspecified)
  A: -1.4; B: 6; C: -7; D: 4; E: 20; F: 0[fluorescence artefact?]; G: -16; H: 15; I: 13
> CC(=O)Nc1ccc(S(=O)(=O)CCC(=O)O)cc1
  A: -0.6; B: 7; C: 9; D: -6; E: -13; F: 0; G: -11; H: 4; I: -12
> Cc1cc(C)cc(C(=O)NN2CCN(C)CC2)c1
  A: 0.9; B: 4; C: 2; D: -6; E: 3; F: 1; G: -7; H: -19; I: -1
> CN(C(=O)CSc1nnc(NCc2ccccc2)s1)C1CCS(=O)(=O)C1 (stereo unspecified)
  A: 4.6; B: 5; C: -3; D: 9; E: 9; F: 0; G: -20; H: 3; I: 17
> CCc1ccc(-n2c(SCC(=O)Nc3cc(C)[nH]n3)nc3[nH]ncc3c2=O)cc1
  A: 0.3; B: 15; C: -3; D: 5; E: -5; F: 7; G: -9; H: 12; I: 2
> CN=C1S/C(=C\c2cccn2-c2cccc(Br)c2)C(=O)N1C
  A: 2.4; B: 3; C: 0; D: 3; E: ·; F: ·; G: 12; H: 6; I: 2

Some of the entries so far, with each value named:
> Cc1nnc(N(CCC#N)CCC#N)s1
- S1P4 ag: 0.3
- PGE2 EP2 inh: 11
- NPY Y1 blocker: -10
- p97 inhibitor: 4
- EP2 mod: 8
- eIF4E-4G inh: -1[fluorescence artefact?]
- S1P4 antag: -15
- NPY-Y2 PAM-ag: 0
- NPY-Y1 PAM-ag: 5
> CCOC(=O)c1ccccc1NC(=O)CSc1nc2ccccc2o1
- S1P4 ag: 0.5
- PGE2 EP2 inh: 4
- NPY Y1 blocker: 1
- p97 inhibitor: 3
- EP2 mod: 61*
- eIF4E-4G inh: -4
- S1P4 antag: -19
- NPY-Y2 PAM-ag: 12
- NPY-Y1 PAM-ag: 7
> Cn1cccc1Cc1nnc(SCC(=O)NCc2ccccc2Cl)n1-c1ccc(F)cc1
- S1P4 ag: 1.0
- PGE2 EP2 inh: 5
- NPY Y1 blocker: 3
- p97 inhibitor: 6
- EP2 mod: -9
- eIF4E-4G inh: 0
- S1P4 antag: -17
- NPY-Y2 PAM-ag: -7
- NPY-Y1 PAM-ag: -5

High-throughput results (PubChem BioAssay)

Only part of the results is shown; rates above refer to the full screens.
